# Screens deposited in PubChem by National Center for Advancing Translational Sciences (NCATS).
# Giardia kill: Small Molecules that selectively kill Giardia lamblia: qHTS | activity change, % at 7.66 µM, hits read low | Giardia lamblia trophozoite viability | 0.15% of 340,000 active; in the data active = activity change below about -80%; inconclusive = between about -30% and that limit;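 also: parasites exposed to compound for two days anaerobically before the ATP read; % is scaled to controls: 0 for no effect and ±100 for the full control effect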
#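 Trophozoites 100 cells/well + cpd; 48 hrs, 37 deg C, anaerobic. ATPLite 1-Step added, 15-30 min RT, luminescence read (ATP-based viability).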
# TSHR antagonist: Antagonists of the Thyroid Stimulating Hormone Receptor: HTS campaign. 0.2% of 330,000 active. activity change, negative = inhibition, % at 11.5 µM. Thyrotropin receptor (Homo sapiens), P16473. TSHR-expressing cells, TSH-stimulated cAMP HTRF, 2 h; hits give low values;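 active = activity change below a set negative limit, meaning inhibition stronger than a set level, cut at about -70% in these data; inconclusive = activity change between two set negative limits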; also: % is scaled to controls: 0 for no effect and ±100 for the full control effect
#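 Competitive HTRF cAMP read-out (cryptate anti-cAMP antibody, cAMP-d2; 30 min, room temperature) in freshly harvested TSHR cells. Compounds added before TSH at EC80 (4nM final), followed by 2 hours' incubation at 37 deg C.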
# TCR act: Activators of T cell receptors: qHTS campaign; primary human leukocytes, anti-CD3, IL-2 HTRF, 48 h; Potency, µM (titrated, usually from 9.22 µM), for inactives: at the top dose activation of IL-2 secretion, most hits filed as activators; 330,000 tested, under 10 active; also: % of control where 0% means no effect
#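 Using a-CD3 beads without co-stimulation, primary human leukocytes were exposed to compounds for 48 hr. An HTRF IL-2 kit measured the cytokine, with europium-to-d2 energy transfer producing emission at 665nm upon 320nm excitation.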
# Chronic BCR inh: qHTS Assay to Find Inhibitors of Chronic Active B-Cell Receptor Signaling. Potency, µM (titrated, usually from 46.1 µM), without a hit: top-dose ratio change, negative = lower green/red ratio, actives largely listed as inhibitors. AID 493014, 2011. 0.05% of 340,000 active. ABC-DLBCL IkBa-CBG/CBR reporter, luminescence ratio, 4 h; active = well fitted inhibition curve with a large enough effect in the signal ratio, with a control signal flat, not every such curve was filed as active; inconclusive = small, poorly fitted or top-dose-only effect, or effect the other way, or a change in a side signal; the % refers to the signal ratio;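 also: potency is read from the fitted curve at half-maximal effect; plate controls were basal doxycycline-induced cells for no effect and cells given 10 µM MG132 for full effect; MG132 reads +100%, hits lower the ratio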
#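 TMD8 ABC-DLBCL cells carrying doxycycline-inducible green luciferase fused to IkappaBalpha plus unfused red luciferase were exposed to compounds (up to 46 uM) for 4 hrs at 37C. Activity came from the overlap-corrected green/red luminescence ratio.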
# MLL CXXC-DNA inh: qHTS Fluorescence Polarization Assay for Inhibitors of MLL CXXC domain - DNA interaction; Histone-lysine N-methyltransferase 2A (Homo sapiens), Q03164; MLL-CXXC / FITC-HOXA9 DNA fluorescence polarization; Potency, µM (doses to about 115 µM), for the others: at the top dose activity change, negative = inhibition, usual class: inhibitors; 0.037% of 290,000 active; active = well fitted inhibition curve with a large enough effect in the polarisation, with a control signal flat, not every such curve was filed as active; inconclusive = small, poorly fitted or top-dose-only effect, or effect the other way, or a change in a side signal; inactive = no such curve, though single readings can be large or run the other way; the % refers to the polarisation; also: potency is read from the fitted curve at half-maximal effect
#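 Steps: dispense CXXC domain solution (7 uM) → pin compounds or unlabeled HOX-A9 DNA control → 5 min ambient → add FLSN-HOX-A9 solution (50 nM) → spin → 30 min ambient → fluorescence polarization. Tris pH 7.5/NaCl/DTT/BSA buffer.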
# FBPA coupling cs: qHTS Assay for Inhibitors of Fructose-1,6-bisphosphate Aldolase from Giardia Lamblia: Coupling assay counterscreen. 0.67% of 290,000 active. coupling enzyme system counterscreen, AmpLite Red fluorescence. activity change, negative = inhibition, % at 58.2 µM, hits read low. AID 2472, 2010; in the data active = activity change below about -30%; also: % is scaled to controls: 0 for no effect and ±100 for the full control effect
#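 Counterscreen lacking aldolase: glyceraldehyde-3-phosphate coupling-enzyme reagent preincubated 10 min at RT with compound (at 57.5 uM final), then substrate/coupling system with AmpLite Red added; fluorescence read at 525/598 nm after 20 min RT.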
# GALK inhibitor: qHTS Assay for Inhibitors of Human Galactokinase (GALK); Purified GALK, Kinase-Glo residual ATP luminescence; Potency, µM (top dose mostly 57.5 µM), without a hit: top-dose activity change, negative = inhibition, actives largely listed as inhibitors; 0.007% of 270,000 active; AID 1868, 2009; also: potency is read from the fitted curve at half-maximal effect; % is scaled to controls: 0 for no effect and ±100 for the full control effect
#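 Kinase-Glo Plus luminescence measured ATP left after a 1 h room-temperature reaction. The reaction used 5 nM GALK, 100 uM galactose and 35 uM ATP at pH 8.0 (20 mM HEPES, 5 mM MgCl2, 60 mM NaCl, 1 mM DTT, 0.01% BSA).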
# A-T KAP1 phos: qHTS Assay for Identifying a Potential Treatment of Ataxia-Telangiectasia; […] A-T fibroblasts, KAP-1 phosphorylation AlphaLISA; neocarzinostatin DNA damage 30 min before lysis; AID 485349, 2010; Potency, µM (highest dose often 57.5 µM), inactives show at the highest dose activation, most hits filed as activators; 0.19% of 320,000 active; also: potency is read from the fitted curve at half-maximal effect; % of control where 0% means no effect; nearly all actives have a fitted effect of over 45% in size
#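 hTERT-immortalized A-T patient fibroblasts ([…]), 500 cells/well in OPTI-MEM, 1% FBS, got compounds for 60 min, then NCS for 30 min at 37C. Lysates were then assayed for phospho-KAP-1 by AlphaLISA (anti-pKAP1 donor, anti-KAP1 acceptor beads), 6 hr at 25C.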
# KCNH2 WT inh: qHTS for Inhibitors of KCHN2 3.1: Wildtype qHTS. activity change, % at 1.84 µM. U2OS, BacMam KCNH2, thallium flux FluxOr; hits give low values. Voltage-gated inwardly rectifying potassium channel KCNH2 (Homo sapiens), Q12809. 0.37% of 340,000 active;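 active = maximum activity change below -70%; inconclusive = maximum activity change between -70% and -50%; inactive = maximum activity change above -50%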; also: % is scaled to controls: 0 for no effect and ±100 for the full control effect
# Target sequence (Q12809 whole entry, looked up): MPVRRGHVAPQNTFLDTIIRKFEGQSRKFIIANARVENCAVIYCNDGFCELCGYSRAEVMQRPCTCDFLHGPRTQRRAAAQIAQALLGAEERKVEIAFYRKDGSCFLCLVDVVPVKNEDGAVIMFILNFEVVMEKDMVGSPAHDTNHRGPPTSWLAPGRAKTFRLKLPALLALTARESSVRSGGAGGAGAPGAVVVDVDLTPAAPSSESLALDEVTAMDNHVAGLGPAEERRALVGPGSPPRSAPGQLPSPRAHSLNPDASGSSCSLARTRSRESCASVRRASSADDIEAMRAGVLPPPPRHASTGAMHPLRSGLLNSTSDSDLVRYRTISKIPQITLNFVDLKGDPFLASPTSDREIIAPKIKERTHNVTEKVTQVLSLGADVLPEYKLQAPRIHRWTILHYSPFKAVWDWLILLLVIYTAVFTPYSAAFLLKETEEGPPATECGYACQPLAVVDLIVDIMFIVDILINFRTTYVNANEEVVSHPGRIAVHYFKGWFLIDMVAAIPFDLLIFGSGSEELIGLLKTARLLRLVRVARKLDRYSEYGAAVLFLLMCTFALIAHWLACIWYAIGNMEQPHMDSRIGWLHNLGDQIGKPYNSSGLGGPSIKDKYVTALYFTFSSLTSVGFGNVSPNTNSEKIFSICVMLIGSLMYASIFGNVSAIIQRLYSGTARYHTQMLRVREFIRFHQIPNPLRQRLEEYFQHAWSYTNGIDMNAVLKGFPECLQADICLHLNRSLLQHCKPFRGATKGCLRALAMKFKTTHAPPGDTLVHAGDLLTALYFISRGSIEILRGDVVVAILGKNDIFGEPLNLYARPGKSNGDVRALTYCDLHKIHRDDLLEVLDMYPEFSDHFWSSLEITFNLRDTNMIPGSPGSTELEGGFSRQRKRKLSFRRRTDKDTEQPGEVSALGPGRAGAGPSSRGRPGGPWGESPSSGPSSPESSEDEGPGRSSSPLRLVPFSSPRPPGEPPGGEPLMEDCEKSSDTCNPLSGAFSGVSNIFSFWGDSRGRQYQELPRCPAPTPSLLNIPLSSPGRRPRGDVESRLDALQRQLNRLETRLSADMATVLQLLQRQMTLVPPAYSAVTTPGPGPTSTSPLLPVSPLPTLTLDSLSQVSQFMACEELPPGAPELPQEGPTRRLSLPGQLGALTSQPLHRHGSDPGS
#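 U2OS cells transduced with wild-type KCNH2 virus are loaded with FluxOr dye for 45 min, and thallium flux is measured in kinetic reads before and after stimulation buffer. Rate constants are normalized to DMSO controls.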
# Tb PFK block: qHTS Assay to Find Inhibitors of T. brucei phosphofructokinase | ATP-dependent 6-phosphofructokinase (Trypanosoma brucei brucei), O15648 | T. brucei PFK, ADP-Glo luminescence | Potency, µM (highest dose often 57.5 µM), for the others: at the highest dose activity, negative = inhibition, actives largely listed as inhibitors | 0.17% of 330,000 active;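 also: potency is read from the fitted curve at half-maximal effect; 0% = uninhibited 1x PFK enzyme wells and -100% = no-enzyme wells; nearly all actives have a fitted effect of over 60% in size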
#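 Luminescent ADP detection (ADP-Glo, two-step: ATP depletion then ADP-to-ATP conversion for luciferase) reported PFK activity after 45 min room-temperature reaction of 1.25 nM enzyme with 0.5 mM F6P and 0.1 mM ATP at pH 8.0.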
# An asterisk follows results filed as active; ? = inconclusive; nt = not tested or not shown; & = joins results of further samples; [ ] = another dose, or the depositor's remark. Unless noted, calls follow the shape of the dose curve; as a rule, active = well fitted curve in the direction sought with a large enough effect; inconclusive = small, poorly fitted or top-dose-only effect, or another doubt; inactive = no such curve, though single readings can be large; an effect the other way counts as inactive or inconclusive. No enrichment for hits; overall some 1.6% were active at least once.
SMILES,Giardia kill,TSHR antagonist,TCR act,Chronic BCR inh,MLL CXXC-DNA inh,FBPA coupling cs,GALK inhibitor,A-T KAP1 phos,KCNH2 WT inh,Tb PFK block
Cc1ccccc1OCC(=O)Nc1nc(C)c(C(=O)N(C)C)s1,-25,3,-1%[46.1 µM],-2%,0%,0,2%,8%,-2,-2%
CN(CC(=O)Nc1ccc(F)cc1)C(=O)CSc1nc2ncc(Cl)cc2[nH]1,-9,-3,-2%,?,26%,-1,-2%,-4%,7,1%
CCCc1cc(-c2n[nH]c(=S)n2Cc2ccccc2)cs1,38[activator],0,-2%,?,16%,-1,2%,3%,2,-5%
CNC(=O)c1cc2c(ccc3ccccc32)oc1=N,nt,13,-4%[46.1 µM],?,-2%,-4,-4%,-2%,nt,-2%
CN1C(=O)CC(Nc2cccc3cccc(N)c23)C1=O (stereo not drawn),23,-28,14%,3%,-11%,-41*,-2%,2%,0,-6%
CCCCCCn1nc(C(=O)N(CCCC)c2c(N)n(CCC)c(=O)[nH]c2=O)c2ccccc2c1=O,-4,-1,-1%,2%,nt,nt,nt,8%,-3,-1%
COc1ccc(N2C(=O)CC(NNC(=O)c3ccc(Br)s3)C2=O)cc1 (stereo not drawn),-10,-1,-22%,6%,16%,3,-1%,-5%,-3,1%
CC(C)(C)c1ccc(C(=O)NCc2cccnc2)cc1,-1,-10,nt,-1%,6%,-1,6%,-6%,6,3%
COc1ccc(CC(=O)NC(C)c2nnc(SCC(=O)c3ccc(OC)cc3)n2C)cc1 (stereo not drawn),2,0,0%,0%,-9%,1,2%,2%,-3,3%
O=c1[nH]cn[nH]1,6,-5,-3%,10%,-3%,2,0%,2%,-7,0%
CCOC(=O)Cc1ncccc1C(=O)Nc1ccc(OC)cc1,-28,9,3%,4%,-8%,3,0%,-5%,2,1%
CSC1=NCCN1S(=O)(=O)c1ccc(Cl)cc1,4,-6,4%,-20%,3%,-3,-1%,8%,-18,0%
OC(CC1CC12c1ccccc1-c1ncccc12)(c1ccccc1)c1ccccc1 (stereo not drawn),-10,21,-16%,?,13%,0,-1%,5%,-5,2%
COc1ccc(C(CC(=O)N2CCCC(C)C2)c2c(OC)cc(OC)c3ccc(=O)oc23)cc1 (stereo not drawn),-2&-22,11,-9%,-7%,14%,0&-3,2%,-54%[inhibitor],nt,-10%
CCN(CC(=O)NCc1ccc(F)cc1)C(=O)C1CCN(C(=O)Nc2ccccc2)CC1,4,2,2%,10%,2%,-1,1%,1%,6,26%
CCN(C(=O)CSc1nnnn1C)C1CCS(=O)(=O)C1 (stereo not drawn),-13,2,-8%,-9%,nt,nt,nt,4%,0,1%
Cc1cccc2cc(CN(Cc3cccnc3)C(=O)c3ccncc3)c(=O)[nH]c12,-6,-3,1%,-20%,0%,-1,0%,-3%,7,10%
NCCc1nnc(SCC(N)=O)o1,3,1,3%,3%,1%,0,0%,-3%,-8,-1%
Nc1ncnc(Oc2ccccc2F)c1[N+](=O)[O-],16,-6,-1%,-7%,-3%,3,-3%,2%,-5,0%
COc1ccc(CSc2nnnn2C)cc1F,3,24,-4%,3%,-4%,3,1%,15%,2,4%

# Arranged by molar mass (falling): 3 of the compounds above
SMILES,Giardia kill,TSHR antagonist,TCR act,Chronic BCR inh,MLL CXXC-DNA inh,FBPA coupling cs,GALK inhibitor,A-T KAP1 phos,KCNH2 WT inh,Tb PFK block
CCCCCCn1nc(C(=O)N(CCCC)c2c(N)n(CCC)c(=O)[nH]c2=O)c2ccccc2c1=O,-4,-1,-1%,2%,nt,nt,nt,8%,-3,-1%
OC(CC1CC12c1ccccc1-c1ncccc12)(c1ccccc1)c1ccccc1 (stereo not drawn),-10,21,-16%,?,13%,0,-1%,5%,-5,2%
Cc1ccccc1OCC(=O)Nc1nc(C)c(C(=O)N(C)C)s1,-25,3,-1%[46.1 µM],-2%,0%,0,2%,8%,-2,-2%

# Some values from the list:
# In KCNH2 WT inh, `O=c1[nH]cn[nH]1` has the entry -7
# In Giardia kill, `Nc1ncnc(Oc2ccccc2F)c1[N+](=O)[O-]` has the entry 16
# In Giardia kill, `CCN(C(=O)CSc1nnnn1C)C1CCS(=O)(=O)C1` (stereo not drawn) has the entry -13
# In FBPA coupling cs, `CNC(=O)c1cc2c(ccc3ccccc32)oc1=N` has the entry -4

# (more compounds)
SMILES,Giardia kill,TSHR antagonist,TCR act,Chronic BCR inh,MLL CXXC-DNA inh,FBPA coupling cs,GALK inhibitor,A-T KAP1 phos,KCNH2 WT inh,Tb PFK block
Cc1nc(-c2ccccc2)ccc1C(=O)O,-12,8,0%,13%,4%,3,3%,4%,-4,2%
COc1ccc(-c2[nH]n(-c3ccc([N+](=O)[O-])cc3)c(=O)c2C=NCC2CCCO2)cc1 (stereo not drawn),32[activator],-13,-27%,?,-14%,0,-1%,3%,2,5%
Cn1c(CNC(=O)c2cccs2)n[nH]c1=S,-8,-5,-2%[46.1 µM],2%,0%,4,2%,17%,-10,-4%
Cc1ccc(CNn2cnnc2SCC(=O)NC(C)(C)C)cc1,-7,2,1%,0%,1%,0,-6%,4%,6,0%
COc1cc(-n2c(C)nc3cccnc32)c(Cl)cc1C(=O)O,-11,7,12%,?,13%,2,nt,-8%,12,1%
CC(C(=O)NCCS(=O)(=O)c1ccc(Br)cc1)S(=O)(=O)c1ccc(Cl)cc1 (stereo not drawn),4,7,3%,-1%,45%[activator],3,1%,34%,4,11%
O=C(NC1CC2CCCC(C1)N2C(=O)Nc1cccc(F)c1)C1CC1 (stereo not drawn),6,-1,2%,4%,11%,0,7%,-2%,12,10%
Cc1nc(Nc2ccccc2C(F)(F)F)sc1C(=O)N(C)C,-29,11,8%,?,-4%,-1,9%,-8%,5,-2%
Cc1ncc(CO)c(/C=N/NC(=O)c2cc(Br)ccc2O)c1O,9,-1,-4%,?,-11%,7,0%,-8%,nt,5%
Nc1cc(=O)[nH]c(SCC(=O)Nc2cc(S(=O)(=O)N3CCOCC3)ccc2Cl)n1,-4,32,1%,-1%,-6%,11,-1%,8%,-18,6%
COc1cccc(C(=O)N2CCN(C(=O)c3cccs3)CC2)c1OC,-5,25,6%,4%,-2%,7,2%,12%,11,-4%
C/C(=N\NS(=O)(=O)c1ccc(Cl)c([N+](=O)[O-])c1)c1ccc(C)o1,7,0,3%,5%,15%,0,1%,-1%,-4,4%
C=CCNC(=O)c1onc(CSc2ccc(Cl)cc2)c1C(=O)NCC=C,39[activator],-19,-6%,?,-5%,-5,0%,-10%,nt,0%
COC(=O)c1ccccc1NC(=S)NC(=O)COc1ccccc1Cl,1,-8,-2%,7%,-2%,0,-4%,-1%,3,-1%
O=C(Nc1cc([N+](=O)[O-])ccc1Cl)C(Sc1ccccc1)c1ccccc1 (stereo not drawn),-1,8,1%,6%,5%,5,1%,2%,-2,-2%
CNS(=O)(=O)c1cccc(C(=O)OCC(=O)c2ccc[nH]2)c1,7,-7,-4%,0%,nt,nt,nt,0%,-3,-21%
COc1cc2c(C#CCCO)c(-c3ccsc3)oc(=O)c2cc1OC,19,-5,0%,2%,nt,nt,nt,-12%,-3,0%
COc1cc2c(cc1NC(=S)Nc1ccccc1C)oc1ccccc12,-26,-1,4%,10%,28%,5,-1%,1%,2,-3%
O=C(CCS(=O)(=O)c1ccc(F)cc1)Nc1nc(-c2ccccn2)cs1,-18,-110*,7%,?,0%,1,7%,-7%,4,-8%
Cc1cccc(NC(=O)CNc2cc(C)ccc2C)c1,-5,-9,-55%,-2%,-14%,1,4%,0%,-3,-4%
